RMI FANCM FP = inhibitors of human RMI core complex binding to FANCM MM2; Fluorescence polarization, RMI core complex with F-MM2 peptide; active compounds read low; FP signal (polarization) at 33 µM; hit rate 0.58% among 70,000; AID 1159607; in the data active means FP signal below about 40; further: inactives centre near 61; strong numbers were not always called active; unit not given here
* marks the source's active call; other numbers are inactive results; & = joins results of further samples; ! = not active in a repeat. These rows are one share of the data; rates above refer to the full screens.

SMILES	RMI FANCM FP
Cc1ccccc1NC(=O)CSc1ccc(NC(=O)C2CC2)nn1	65
CSc1ncc(Cl)c(C(=O)Nc2ccccc2C(F)(F)F)n1	62
O=C(c1ccc(Br)o1)N1N=C(c2cccs2)CC1c1ccc(Br)cc1 (centres undefined)	176
COc1ccc2cc(Br)ccc2c1CC(=O)Nc1ncc([N+](=O)[O-])s1	57
O=C(Nc1ccc(-c2nc3ccccc3s2)cc1)C1CCCN1S(=O)(=O)c1cccs1 (centres undefined)	71
COc1ccc(NC(=O)CSC2CC(=O)N(c3ccc(C)c(C)c3)C2=O)cc1 (centres undefined)	52
CC[C@H]1OC(=O)[C@H](C)[C@@H](O[C@H]2C[C@@](C)(OC)[C@@H](O)[C@H](C)O2)[C@H](C)[C@@H](O[C@@H]2O[C@H](C)C[C@H](N(C)C)[C@H]2O)[C@](C)(O)C[C@@H](C)CN(C)[C@H](C)[C@@H](O)[C@]1(C)O	58&71
FC(F)Oc1ccc(NC(=S)NCCCn2ccnc2)cc1	61
COc1ccc(Nc2nc(Nc3ccc4c(c3)OCO4)nc(N3CCOCC3)n2)cc1	53
CCN1CCCc2cc(CCNC(=O)C(=O)Nc3cccc(NC(C)=O)c3)ccc21	64
CN1C(=O)c2cccc(NC(=O)c3c(F)cccc3Cl)c2C1=O	69
COc1cc([N+](=O)[O-])cc2sc(NC(=O)CS(=O)(=O)c3ccccc3)nc12	55
CCc1nnc(-c2cccc(OCC(=O)Nc3cccc(NC(C)=O)c3)c2)o1	66
Cc1cccc(-c2noc(CSc3nc4ccccc4c(=O)n3C)n2)c1	62
CC(C)(C)C(=O)N1CCc2ccc(NC(=O)COc3ccc(Cl)cc3)cc21	70
Cc1ccc2c(c1)NC(C(=O)Nc1ccc(NC(=O)c3ccco3)cc1)NS2(=O)=O (centres undefined)	66&57
COc1ccc(CCNC(=O)c2cn(-c3ccc(C)cc3)nn2)cc1OC	62
COc1ccc(-c2cc3ccc(OS(C)(=O)=O)cc3oc2=O)cc1	56
Cc1ccc(S(=O)(=O)NC(=O)NCCNc2ncc(C(F)(F)F)cc2Cl)cc1	54
COc1ccc(C)c2sc(N(Cc3ccccn3)C(=O)c3ccco3)nc12	53
CCn1nccc1C(=O)N(Cc1ccccn1)c1nc2c(OC)ccc(C)c2s1	66
Cc1ccc(-c2csc3nnc(SCC(=O)c4ccc(Cl)cc4)n23)cc1	103
COc1ccc(CCN2CCC(Nc3nc4ccccc4n3Cc3ccc(F)cc3)CC2)cc1	20*!
Cc1cc(S(=O)(=O)n2cccc2)c(Cl)cc1Cl	61
N#Cc1c(NC(=O)c2cc(Cl)ccc2Cl)sc2c1CCN(Cc1ccccc1)C2	56
SMILES	RMI FANCM FP
CC(=O)Nc1c(-c2ccc(C)cc2)c(=O)c2ccccc2n1C	65
NC(=O)NC(=S)NC(=O)c1ccccc1Cl	50
C/C(=N\OS(=O)(=O)c1ccccc1)c1nccs1	52
COC(=O)c1ccccc1NC(=O)CSc1nnc(CSc2nc(C)cc(C)n2)o1	57
COc1ccc(Cl)c2sc(NC(=O)c3ccc(S(=O)(=O)N4CCCCCC4)cc3)nc12	64
CSc1cccc(NC(=O)C(=O)NCC(c2ccc(C)cc2)N2CCOCC2)c1 (centres undefined)	54
COc1ccc(N2CCN(C(=O)c3csc4nc(-c5ccc(C)cc5)cn34)CC2)cc1	66
CCOc1ccccc1NC(=O)C(=O)NCCN1CCN(c2ccccc2)CC1	62
Cn1c(COc2ccc3c(c2)OCO3)nnc1SCCCN1C(=O)c2cccc3cccc(c23)C1=O	54
Cc1ccc(NC(=O)CSc2nc(=O)n(CCCN(C)C)c3c2CCCC3)cc1Cl	83
Cc1ccc(N=C2CSC(=O)N2)cc1	55
O=C(Nc1nc(-c2ccc([N+](=O)[O-])cc2)cs1)c1ccno1	55
Cc1c(CNC(=O)c2ccc(C(F)(F)F)cc2)sc2ccccc12	60
c1ccc(-c2[nH]c3ccccc3c2C(c2ccccn2)N2CCCC2)cc1 (centres undefined)	90
FC(F)(F)c1ccc(NC(=S)N2CCSCC2)c(Cl)c1	55
O=C(c1cccnc1)N1CCN(CCN2C(=O)c3cccc4cccc(c34)C2=O)CC1	50
COC(=O)c1c(NC(C)=O)sc2c1CCN(Cc1ccccc1)C2	60
CC(=O)c1ccc(NC(=O)CN2CCN(Cc3nc4ccccc4[nH]3)CC2)cc1	64
O=C(NC(=S)NCc1ccco1)c1ccccc1	59
O=C(O)CSc1ccnc(SCC(=O)O)n1	68
Cc1ccc(NC(=O)Cn2c(=O)c3c(N4CCN(C(=O)C5CC5)CC4)ccnc3n(C)c2=O)cc1	63
Cc1ccc(SCC(=O)N2CCN(c3ncc(C(F)(F)F)cc3Cl)CC2)cc1	56
COc1ccccc1CCNC(=O)C(=O)Nc1cc(C)on1	73
CCc1nnc(-c2ccc(NC(=O)c3ccccc3)cc2)o1	69
Cc1nc(C)c(-c2ccnc(NC(=O)Nc3ccc(Cl)cc3)n2)s1	62
SMILES	RMI FANCM FP
Cc1nn(CC(=O)Oc2ccc(Cl)cc2)c(C)c1Cl	62
C=C1C(=O)OC2CC1C(OC(C)=O)C/C(C)=C/CC/C(C)=C/CC[C@]2(C)O (some centres undefined)	54
CCOc1cc(S(=O)(=O)NCCCn2ccnc2)ccc1Br	64
COc1cn(CC(=O)NCc2ccc3c(c2)OCO3)c(CN2CCN(c3ccc(F)cc3)CC2)cc1=O	55
COCCCNC(=S)NNC(=O)CSCc1c(C)c(C)c(C)c(C)c1C	55
Cc1cccc(C)c1NC(=O)N(Cc1ccccc1)C(=O)CC#N	58
CCN(CC)CCN(C(=O)c1cc(-c2ccccc2)nc2ccccc12)c1nc2c(C)cccc2s1	61
CCOC(=O)C(=CNc1ccccc1SCCC#N)C(=O)OCC	62
COc1ccc(CC(=O)Nc2ccc3c(c2)CN(C(=O)c2ccco2)CC3)cc1OC	66
COc1ccc(S(=O)(=O)Nc2ccc3c(c2)N(C(C)=O)CC3)cc1	68
Nc1cccc(-c2ccn[nH]2)c1	67
O=C(NCc1cccnc1)c1c(O)nc2ccccn2c1=O	56
O=S(=O)(c1cccc(NC(=S)N2CCN(Cc3ccccc3)CC2)c1)C(F)F	57
Cc1cc(NCCC2=CCCCC2)n2nc(C(F)(F)F)nc2n1	59
COc1ccc(N2CCN(CC(=O)c3ccc(F)cc3)CC2)cc1	60
COC(=O)c1ccc(C(=O)NC(=S)Nc2nc3c(s2)CCCC3)cc1	55
COc1ccccc1-c1nnc(NC(=O)c2cc(C)on2)o1	66
Cc1ccc2cc(NC(=O)Cc3ccccc3)ccc2n1	57
CCOC(=O)N1CCN(S(=O)(=O)c2ccc(C(=O)N(CCCN(C)C)c3nc4ccc(Cl)cc4s3)cc2)CC1	79
O=C(CC1Sc2ccccc2NC1=O)NO (centres undefined)	55
CC1CCc2nc(NC(=O)CSc3ccc(F)cc3)sc2C1 (centres undefined)	53
O=C(c1ccccc1Cl)N1CCN(c2nc3c(F)cc(F)cc3s2)CC1	51
Cc1ccc(C(=O)Nc2ccc3c(c2)C(=O)NCCO3)cc1	63
CCSc1nnc(NC(=O)CSc2nc3c([nH]c4ccccc43)c(=O)n2CC)s1	67
O=C(c1ccco1)N1CCN(S(=O)(=O)N2CCCCC2)CC1	63
SMILES	RMI FANCM FP
O=C(CSc1nc(-c2ccccc2)cc(=O)[nH]1)c1ccc([N+](=O)[O-])cc1	58
Cc1cc(Cl)ccc1NCC(=O)N/N=C\c1cc([N+](=O)[O-])ccc1O	52
Cc1nc2c(sc3ccccc32)c(=O)n1CC(=O)Nc1ccc2c(c1)OCCO2	112
COc1c2ccc(C(=O)O)cc2nn1C	69
Fc1ccc(-c2nc(N3CCOCC3)c3ccccc3n2)cc1	68
FC(F)(F)c1ccc(NC(=S)N2CCn3cccc3C2c2ccc(Cl)cc2Cl)cc1 (centres undefined)	59
Cc1ccc(C(O)=CC(=O)C(=O)NNC(=O)c2cc(C)nc3ccccc23)cc1	58&54
Cc1nnc(C2CCCN(S(=O)(=O)c3ccc(Cl)cc3)C2)s1 (centres undefined)	61
O=C(NCc1ccccc1)c1nnc(-c2ccccc2)o1	71
Cc1cccn2cc(-c3cccc(N)c3)nc12	54
Clc1ccc(-c2csc(-c3ccsc3)n2)s1	54
CCOc1ccccc1NC(=O)Cn1c(C)cc(C)c(-c2nc(-c3ccc(Cl)cc3)no2)c1=O	91
C(=C\N1CCCCC1)/c1nnnn1-c1ccc(-c2ccccc2)cc1	65
CCN(CC)C(=NC(=C(Cl)Cl)P(=O)(c1ccccc1)c1ccccc1)c1ccccc1	64
CC(=O)Oc1ccc2c(c1)CCC1C2CC[C@]2(C)C(=O)CCC12 (some centres undefined)	65
Cc1ccc(Cn2nnc3c(SCC(=O)NCc4ccco4)ncnc32)cc1	64
COc1ccc(C(=O)Nc2ccc(C)c(N3CCCC3=O)c2)c(OC)c1	54
Cc1ccc(C)c(CSC2=NCCN2C(=O)COc2ccccc2)c1	65
COC(=O)c1c(NC(=O)CSc2nc3scc(-c4ccco4)c3c(=O)n2-c2ccccc2)sc2c1CCC2	78
CCCCCCC1/C(=N\O)CCC1C(=O)OC (centres undefined)	53
Cc1c(S(=O)(=O)c2ccc(Cl)cc2)csc1C(=O)Nc1ccc(F)cc1F	55
Cc1ccc(C(C)C)c(OC(=O)CS(=O)c2ccc(S(C)(=O)=O)cc2[N+](=O)[O-])c1 (centres undefined)	63
CN(C(=O)Nc1c[nH]c2ccccc12)c1ccccc1	51
O=C(NCc1ccccc1)N1CCC(c2nnc(C3CC3)s2)CC1	60
O=S(=O)(c1ccc(Cl)cc1)N1CCC(c2nc(-c3ccccc3F)no2)CC1	67
SMILES	RMI FANCM FP
O=S(=O)(c1ccc(Cl)cc1)N1CCSC1c1ccco1 (centres undefined)	59
O=C(Cc1cc2ccccc2o1)NCc1ccc(F)cc1	53
O=c1c2cn(Cc3ccccc3)c3ccccc3c-2nn1Cc1ccc(F)cc1Cl	59
Cc1c(-c2nc(-c3ccc(Br)cc3)cs2)nnn1-c1cccc(Cl)c1	76
CNc1cc(=O)n(C)c(=O)n1C	62
CCOc1ccc(OCC)c(S(=O)(=O)NCC2CCCO2)c1 (centres undefined)	64
Cn1ccc(C(=O)Nc2sc3c(c2C(N)=O)CCCC3)n1	63
O=C(O)C(O)C(O)(Cc1ccc(O)cc1)C(=O)O (centres undefined)	63
COc1ccc(-c2oc3ncn(CCCn4ccnc4)c(=N)c3c2-c2ccc(OC)cc2)cc1	57
CCOc1ccc(NCN2C(=O)c3ccc([N+](=O)[O-])cc3C2=O)cc1	51
Cc1ccc(C(=O)N(C)c2ccc(OCC(=O)Nc3ccc(I)cc3)cc2)cc1	65
CCOc1cccc2cc(-c3cc(=O)oc4cc(OC(=O)c5cccs5)ccc34)c(=O)oc12	88
O=C1CC(C(=O)O)c2ccccc21 (centres undefined)	55
Cc1nc(-c2ccnc(-c3cc(Cl)cc(Cl)c3)n2)cs1	62
O=C1CNC(=S)N1Cc1cccs1	58
O=C1O[C@H](C(O)CO)C(O)=C1O (some centres undefined)	61
O=C(NCCCS(=O)(=O)N1CCN(c2ccccn2)CC1)c1ccncc1	61
Cc1cc(S(=O)(=O)N2CCOC23CCN(C(=O)c2c(F)cccc2F)CC3)ccc1F	59
O=c1oc(-c2c(Cl)cccc2Cl)ns1	50
CSc1nc(N)n2nc(-c3cccs3)cc2n1	57
C/C=C(\C)C(=O)O[C@@H]1c2c(ccc3ccc(=O)oc23)OC(C)(C)[C@@H]1OC(C)=O	57
O=C(Cc1csc(Nc2ccc(F)cc2)n1)NCc1c(F)cccc1F	65
COc1ccc(-c2cc(C(F)(F)F)n3nc(C(=O)Nc4ccc5oc(-c6ccccc6)nc5c4)cc3n2)cc1	55
CN(C)C(CNS(=O)(=O)c1ccc2c(c1)CCCC2)c1cccs1 (centres undefined)	53
COc1cc(O)c(C(C)=O)c(OC)c1	57
SMILES	RMI FANCM FP
Cc1ccsc1C1CC(=O)NC(SCC(=O)OCc2ccccc2)=C1C#N (centres undefined)	54
COC(=O)c1ccc(CSc2nnc(C)c(=O)[nH]2)o1	58
CC1(C)COc2ccc(NS(C)(=O)=O)cc2NC1=O	65
COc1cccc(-c2csc(CN3CCNCC3)n2)c1	70
Nc1nc2c(c(C(F)(F)F)n1)CCCC2	56
COC(=O)CSc1sccc1[N+](=O)[O-]	55
CCOC(=O)CSc1ccc(NC(=O)c2cccc(F)c2)nn1	64
Cc1ccc(/C=C/S(=O)(=O)NCCn2nc(-c3cccnc3)ccc2=O)cc1	67
Cc1ccc(CSC2=NCCN2C(=O)c2ccc3ccccc3c2)cc1	85
CN(C)c1ccc(/C=N\NC(=O)Cc2nc3ccccc3[nH]2)cc1	56
O=[N+]([O-])c1ccc(CSc2nnc(-c3cccs3)o2)cc1	66

Among those listed so far, 17 contain a thiophene ring, fused or not.
SMILES	RMI FANCM FP
O=C(c1ccc(Br)o1)N1N=C(c2cccs2)CC1c1ccc(Br)cc1 (centres undefined)	176
O=C(Nc1ccc(-c2nc3ccccc3s2)cc1)C1CCCN1S(=O)(=O)c1cccs1 (centres undefined)	71
N#Cc1c(NC(=O)c2cc(Cl)ccc2Cl)sc2c1CCN(Cc1ccccc1)C2	56
Cc1c(CNC(=O)c2ccc(C(F)(F)F)cc2)sc2ccccc12	60
COC(=O)c1c(NC(C)=O)sc2c1CCN(Cc1ccccc1)C2	60
Cc1nc2c(sc3ccccc32)c(=O)n1CC(=O)Nc1ccc2c(c1)OCCO2	112
Clc1ccc(-c2csc(-c3ccsc3)n2)s1	54
COC(=O)c1c(NC(=O)CSc2nc3scc(-c4ccco4)c3c(=O)n2-c2ccccc2)sc2c1CCC2	78
Cc1c(S(=O)(=O)c2ccc(Cl)cc2)csc1C(=O)Nc1ccc(F)cc1F	55
Cn1ccc(C(=O)Nc2sc3c(c2C(N)=O)CCCC3)n1	63
CCOc1cccc2cc(-c3cc(=O)oc4cc(OC(=O)c5cccs5)ccc34)c(=O)oc12	88
O=C1CNC(=S)N1Cc1cccs1	58
CSc1nc(N)n2nc(-c3cccs3)cc2n1	57
CN(C)C(CNS(=O)(=O)c1ccc2c(c1)CCCC2)c1cccs1 (centres undefined)	53
Cc1ccsc1C1CC(=O)NC(SCC(=O)OCc2ccccc2)=C1C#N (centres undefined)	54
COC(=O)CSc1sccc1[N+](=O)[O-]	55
O=[N+]([O-])c1ccc(CSc2nnc(-c3cccs3)o2)cc1	66
